BioA inh: BioA (M. tuberculosis) enzyme inhibition. purified M. tuberculosis BioA enzyme, plate reader. inhibition, % at 9.99 µM. hit rate 0.096% among 360,000. AID 602481; in the data active = inhibition above about 40%
* hit, by the source's call.

Screening CC(=O)N(C)C[C@@H]1Oc2ncc(-c3ccc(C(=O)N(C)C)cc3)cc2C(=O)N([C@@H](C)CO)C[C@@H]1C returned BioA inh -2.2.
For C[C@@H]1CCCCO[C@H](CN(C)C(=O)Nc2ccc(C(F)(F)F)cc2)[C@@H](C)CN([C@@H](C)CO)C(=O)c2cc(NC(=O)NC3CCCCC3)ccc2O1 the results were BioA inh 0.4.
For CC(C)NC(=O)Nc1ccc2c(c1)C(=O)N([C@@H](C)CO)C[C@@H](C)[C@H](CN(C)CC1CCCCC1)O2 the results were BioA inh -0.1.
`C[C@@H]1CCCCO[C@@H](CN(C)S(=O)(=O)c2ccccc2)[C@@H](C)CN([C@@H](C)CO)C(=O)c2cc(NC(=O)Cc3ccccc3)ccc2O1` gave BioA inh 0.2.
For CCCN1[C@@H]2c3ccc(-c4ccc(F)cc4)c(=O)n3C[C@@H]2[C@@H](CO)[C@@H]1C(=O)N[C@H](C)c1ccccc1 the results were BioA inh 5.5.
`C[C@@H]1CN([C@@H](C)CO)S(=O)(=O)c2ccc(-c3ccc(C#N)cc3)cc2O[C@H]1CN(C)C` gave BioA inh 17.
`CC(=O)N(C)C[C@@H]1Oc2cc(-c3ccc(C#N)cc3)ccc2S(=O)(=O)N([C@@H](C)CO)C[C@H]1C` gave BioA inh 2.3.
O=C(Nc1ccc2c(c1)OCO2)N[C@H]1CC[C@@H](CCNC(=O)C2CCOCC2)O[C@H]1CO was read as BioA inh 3.3.
C[C@H]1CN([C@@H](C)CO)C(=O)Cc2cc(NS(C)(=O)=O)ccc2O[C@H]1CN(C)S(=O)(=O)c1cccs1 was read as BioA inh -2.4.
For CCS(=O)(=O)N[C@H]1C=C[C@@H](CC(=O)N2CCCCC2)O[C@@H]1CO the results were BioA inh 0.0.
O=C(C[C@H]1C=C[C@H](NC(=O)Nc2ccc3c(c2)OCO3)[C@@H](CO)O1)NCCCN1CCOCC1 was read as BioA inh -1.6.
Screening O=C(C[C@H]1CC[C@H]2[C@@H](COC[C@H](O)CN2CCC(F)(F)F)O1)N1CCC(Cc2ccccc2)CC1 returned BioA inh 0.3.
For CCCNC(=O)C[C@H]1CC[C@@H]2[C@@H](COc3ccc(NC(=O)COC)cc3C(=O)N2C)O1 the results were BioA inh -1.7.
`Cc1ccc(S(=O)(=O)N(C)C[C@@H]2Oc3c(NC(=O)c4cnccn4)cccc3C(=O)N([C@@H](C)CO)C[C@@H]2C)cc1` gave BioA inh -2.5.
`CC(=O)N(C)C[C@H]1Oc2cc(C#CC3CCCC3)ccc2S(=O)(=O)N([C@@H](C)CO)C[C@H]1C` gave BioA inh 1.1.
Screening C[C@@H]1CN([C@H](C)CO)C(=O)c2cc(-c3cccc(C#N)c3)cnc2O[C@@H]1CN(C)C(=O)C1CCCCC1 returned BioA inh -0.8.
`COCC(=O)Nc1ccc2c(c1)C(=O)N(C)C[C@@H](OC)[C@H](C)CN(Cc1ccccc1C(=O)O)[C@H](C)CO2` gave BioA inh -1.3.
`Cc1noc(C)c1NC(=O)Nc1cccc2c1O[C@@H](CN(C)C(=O)Nc1ccccc1)[C@H](C)CN([C@@H](C)CO)C2=O` gave BioA inh -1.7.
`C[C@H]1CN([C@@H](C)CO)C(=O)Cc2cc(N(C)C)ccc2O[C@@H]1CN(C)S(=O)(=O)c1ccccc1` gave BioA inh -1.5.
`Cc1noc(C)c1S(=O)(=O)N(C)C[C@@H]1OCCCC[C@@H](C)Oc2ccc(NS(C)(=O)=O)cc2C(=O)N([C@@H](C)CO)C[C@H]1C` gave BioA inh -0.8.
For COc1ccc(NC(=O)Nc2ccc3c(c2)C(=O)N([C@@H](C)CO)C[C@H](C)[C@H](CN(C)CC2CCCCC2)OCCCC[C@H](C)O3)cc1 the results were BioA inh -0.1.
Screening O=C(Cc1ccncc1)Nc1ccc2c(c1)[C@@H]1C[C@H](CC(=O)N3CCOCC3)O[C@H](CO)[C@@H]1O2 returned BioA inh -2.2.
Screening C/C=C/c1ccc2c(c1)O[C@@H](CN(C)C(=O)c1ccc(F)cc1)[C@H](C)CN([C@H](C)CO)S2(=O)=O returned BioA inh 12.
Cc1noc(C)c1NC(=O)Nc1ccc2c(c1)CC(=O)N([C@H](C)CO)C[C@H](C)[C@H](CN(C)C(=O)NC(C)C)O2 was read as BioA inh 0.1.
For C[C@@H]1CN([C@H](C)CO)C(=O)c2cc(NC(=O)c3ccccc3)ccc2O[C@@H](C)CCCCO[C@H]1CN(C)C(=O)c1ccccc1 the results were BioA inh 1.3.
Cc1noc(C)c1S(=O)(=O)N(C)C[C@H]1Oc2ccc(NS(=O)(=O)c3ccc(Cl)cc3)cc2CC(=O)N([C@H](C)CO)C[C@H]1C was read as BioA inh 2.0.
CO[C@H]1CC[C@H]2CCN(C)C(=O)CC3(CCCCC3)CN(C)C(=O)c3cc(C#N)ccc3OC[C@H]1O2 was read as BioA inh -2.2.
`C[C@@H]1CCCCO[C@@H](CN(C)Cc2ccc3c(c2)OCO3)[C@@H](C)CN([C@H](C)CO)C(=O)c2cc(NC(=O)Nc3ccc4c(c3)OCO4)ccc2O1` gave BioA inh -1.3.
C[C@H]1CN([C@@H](C)CO)S(=O)(=O)c2ccc(C3=CCCC3)cc2O[C@H]1CN(C)C(=O)Cc1ccncc1 was read as BioA inh -1.5.
`O=C(NCc1cccc(F)c1)[C@@H]1[C@@H](CO)[C@@H]2Cn3c(cccc3=O)[C@H]1N2` gave BioA inh -1.8.
`CC(C)CC#Cc1cnc2c(c1)C(=O)N([C@@H](C)CO)C[C@@H](C)[C@H](CN(C)C(=O)c1ccc3c(c1)OCO3)O2` gave BioA inh 3.7.
C[C@H](CO)N1C[C@H](C)[C@H](CN(C)C(=O)Nc2ccc(C(F)(F)F)cc2)OCCCC[C@H](C)Oc2ccc(NC(=O)c3ccccc3)cc2C1=O was read as BioA inh -1.6.
Screening Cc1ccc(S(=O)(=O)N[C@@H]2CC[C@@H](CCn3cc(C(C)C)nn3)O[C@H]2CO)cc1 returned BioA inh -0.3.
For COc1ccccc1NC(=O)N[C@@H]1CC[C@H](CCNC(=O)c2ccc3c(c2)OCO3)O[C@H]1CO the results were BioA inh 2.1.
COc1ccc(NC(=O)N(C)C[C@H]2Oc3ccc(NC(=O)c4ccncc4)cc3C(=O)N([C@@H](C)CO)C[C@H]2C)cc1 was read as BioA inh 0.1.
For C[C@H](O)C#Cc1ccc([C@H]2[C@@H](CO)N3CCCCN(C(=O)c4ccncc4)C[C@H]23)cc1 the results were BioA inh 0.5.
COc1ccc(CNC(=O)C[C@@H]2C[C@H]3c4cc(NC(=O)CN(C)C)ccc4O[C@H]3[C@@H](CO)O2)cc1 was read as BioA inh -0.1.
Screening CC=Cc1ccc2n(c1=O)C[C@@H]1[C@@H](CO)[C@H](C(=O)Nc3ccccc3)N(CC3CCCC3)[C@H]21 (mixture of isomers) returned BioA inh 4.3.
Screening C[C@H]1CN([C@@H](C)CO)C(=O)Cc2cc(NS(=O)(=O)c3ccc(Cl)cc3)ccc2O[C@@H]1CN(C)S(C)(=O)=O returned BioA inh -2.1.
`CCNC(=O)Nc1ccc2c(c1)C(=O)N(C)[C@H]1CC[C@@H](CC(=O)N[C@H](C)c3ccccc3)O[C@H]1CO2` gave BioA inh 1.6.
For C[C@H](O)C#Cc1cnc2c(c1)C(=O)N([C@@H](C)CO)C[C@@H](C)[C@@H](CN(C)Cc1ccc(-c3ccccc3)cc1)O2 the results were BioA inh 0.1.
C[C@@H]1CN([C@H](C)CO)C(=O)c2cc(C#CCN(C)C)cnc2O[C@H]1CN(C)C was read as BioA inh -1.2.
COc1ccc(S(=O)(=O)N[C@@H]2CC[C@@H](CCNC(=O)c3ccccc3F)O[C@H]2CO)cc1 was read as BioA inh -1.2.
`Cc1noc(C)c1NC(=O)N(C)C[C@@H]1Oc2c(NS(C)(=O)=O)cccc2C(=O)N([C@@H](C)CO)C[C@H]1C` gave BioA inh -9.6.
O=C(C[C@H]1CC[C@@H]2[C@H](COC[C@H](O)CN2Cc2ccc(F)cc2)O1)NCc1ccccc1Cl was read as BioA inh 0.9.

4 entries from above, arranged by heavy-atom count, rising:
C[C@@H]1CN([C@H](C)CO)C(=O)c2cc(C#CCN(C)C)cnc2O[C@H]1CN(C)C was read as BioA inh -1.2.
Screening CC=Cc1ccc2n(c1=O)C[C@@H]1[C@@H](CO)[C@H](C(=O)Nc3ccccc3)N(CC3CCCC3)[C@H]21 (mixture of isomers) returned BioA inh 4.3.
For COc1ccccc1NC(=O)N[C@@H]1CC[C@H](CCNC(=O)c2ccc3c(c2)OCO3)O[C@H]1CO the results were BioA inh 2.1.
Screening C[C@H]1CN([C@@H](C)CO)C(=O)Cc2cc(NS(=O)(=O)c3ccc(Cl)cc3)ccc2O[C@@H]1CN(C)S(C)(=O)=O returned BioA inh -2.1.

Structural class, the entries above with a cyano group
`C[C@@H]1CN([C@@H](C)CO)S(=O)(=O)c2ccc(-c3ccc(C#N)cc3)cc2O[C@H]1CN(C)C` gave BioA inh 17.
`CC(=O)N(C)C[C@@H]1Oc2cc(-c3ccc(C#N)cc3)ccc2S(=O)(=O)N([C@@H](C)CO)C[C@H]1C` gave BioA inh 2.3.
Screening C[C@@H]1CN([C@H](C)CO)C(=O)c2cc(-c3cccc(C#N)c3)cnc2O[C@@H]1CN(C)C(=O)C1CCCCC1 returned BioA inh -0.8.
CO[C@H]1CC[C@H]2CCN(C)C(=O)CC3(CCCCC3)CN(C)C(=O)c3cc(C#N)ccc3OC[C@H]1O2 was read as BioA inh -2.2.

(more compounds)
For CO[C@H]1CN(C)C(=O)c2ccc(NC(C)=O)cc2OC[C@@H](C)N(C(=O)c2ccncc2)C[C@@H]1C the results were BioA inh -0.5.
For CS(=O)(=O)N1CCCCN2[C@H](C1)[C@H](c1ccc(C#Cc3ccccn3)cc1)[C@@H]2CO the results were BioA inh -2.0.
CN(C)CC(=O)N1[C@@H]2Cn3c(ccc(-c4ccccc4)c3=O)[C@H]1[C@@H](C(=O)N1CCCCC1)[C@@H]2CO was read as BioA inh 0.5.
Screening COc1ccccc1C#Cc1cnc2c(c1)C(=O)N([C@@H](C)CO)C[C@@H](C)[C@@H](CN(C)S(=O)(=O)c1cn(C)cn1)O2 returned BioA inh -1.0.
C[C@@H]1CCCCO[C@H](CN(C)Cc2ccccc2)[C@H](C)CN([C@H](C)CO)C(=O)c2cc(NS(=O)(=O)c3ccccc3)ccc2O1 was read as BioA inh 3.6.
C[C@H](CO)N1C[C@H](C)[C@H](CN(C)Cc2ccccc2)Oc2c(NC(=O)C3CC3)cccc2C1=O was read as BioA inh -6.5.
Screening C[C@@H]1CN([C@H](C)CO)C(=O)c2cc(NC(=O)Nc3ccc(F)cc3)ccc2O[C@@H](C)CCCCO[C@@H]1CN(C)Cc1ccc(C(=O)O)cc1 returned BioA inh -0.6.
Screening N#C[C@H]1[C@@H](c2ccc(C3=CCCC3)cc2)[C@@H](CO)N1C(=O)C1CCOCC1 returned BioA inh -1.6.
For O=C(NCC1CC1)[C@H]1[C@H](CO)[C@H]2Cn3c(cccc3=O)[C@@H]1N2C(=O)c1cccnc1 the results were BioA inh -1.0.
`O=C(C[C@H]1CC[C@H](NC(=O)C2CCC2)[C@@H](CO)O1)NC1CCC1` gave BioA inh 1.2.
`CCNC(=O)Nc1ccc2c(c1)C(=O)N(C)[C@@H]1CC[C@H](CC(=O)NC3CCCCC3)O[C@@H]1CO2` gave BioA inh -2.8.
`C[C@@H]1CN([C@@H](C)CO)C(=O)c2cc(NC(=O)c3ccccc3)ccc2O[C@@H](C)CCCCO[C@H]1CN(C)C(=O)Nc1ccccc1` gave BioA inh -0.4.
For CC(C)NC(=O)N(C)C[C@H]1Oc2cc(C3=CCCCC3)ccc2S(=O)(=O)N([C@H](C)CO)C[C@H]1C the results were BioA inh -0.2.
CNC[C@@H]1OCCCC[C@@H](C)Oc2ccc(NC(=O)NC3CCCCC3)cc2C(=O)N([C@H](C)CO)C[C@@H]1C was read as BioA inh 0.2.
`Cc1ccc(S(=O)(=O)N[C@@H]2CC[C@H](CC(=O)NCc3ccccc3F)O[C@H]2CO)cc1` gave BioA inh 7.1.

The final 2 compounds of the section before lead into the next.
CNC[C@@H]1OCCCC[C@@H](C)Oc2ccc(NC(=O)NC3CCCCC3)cc2C(=O)N([C@H](C)CO)C[C@@H]1C was read as BioA inh 0.2.
`Cc1ccc(S(=O)(=O)N[C@@H]2CC[C@H](CC(=O)NCc3ccccc3F)O[C@H]2CO)cc1` gave BioA inh 7.1.
Screening COCC(=O)Nc1ccc2c(c1)C(=O)N(C)C[C@H](OC)[C@@H](C)CN(Cc1cncnc1)[C@H](C)CO2 returned BioA inh 2.5.
`COc1ccc(NC(=O)Nc2ccc3c(c2)C(=O)N([C@H](C)CO)C[C@@H](C)[C@@H](CN(C)S(=O)(=O)c2ccccc2)OCCCC[C@H](C)O3)cc1` gave BioA inh -0.7.
COCCNC[C@H]1[C@@H](c2ccccc2)[C@@H](CO)N1c1nc(C)c(C)s1 was read as BioA inh -0.3.
`COc1ccc(NC(=O)N(C)C[C@@H]2OCCCC[C@@H](C)Oc3ccc(NC(=O)c4ccccc4)cc3C(=O)N([C@H](C)CO)C[C@H]2C)cc1` gave BioA inh -0.7.
Screening O=C(C[C@H]1CC[C@@H]2[C@H](COC[C@@H](O)CN2C(=O)c2ccncc2)O1)NCc1cccc(F)c1 returned BioA inh -1.5.
`O=C(O)[C@H]1[C@H](CO)[C@H]2Cn3c(ccc(-c4cncnc4)c3=O)[C@H]2N1C(=O)C1CCC1` gave BioA inh -0.6.
For O=C(C[C@H]1CC[C@@H](NS(=O)(=O)c2ccc(F)cc2)[C@H](CO)O1)N1CCc2ccccc2C1 the results were BioA inh 1.9.
Screening Cc1cc(C(=O)Nc2cccc3c2O[C@@H](CN(C)C(=O)Nc2cccc4ccccc24)[C@@H](C)CN([C@@H](C)CO)C3=O)n(C)n1 returned BioA inh 1.3.

Some of the compounds tested; count on the stated rates, not on these rows.
